Compound activity deposited in PubChem by several laboratories.
hiPSC survival = increases survival of single human iPS cells. hiPSC single-cell survival, ATPlite luminescence; 100% = ROCK inhibitor wells, 0% = DMSO. survival enhancement, % at 20 µM. actives 0.044% (n = 360,000); in the data active = survival enhancement above about 18%;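 also: cells exposed to compounds for 16 hours before the ATP read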
TRPM1 prom inh = reduces MITF-dependent TRPM1 promoter luciferase signal; actives 0.83% (n = 330,000); inhibition, % at 12.5 µM; SK-MEL-5 TRPM1 promoter luciferase, 24 h;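 active = mean inhibition across replicates of 60% or more, whatever share of single replicates reaches that level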; also: values of inactives mirror those of a sister screen read the other way
Shn3 inh set2 = inhibitors of Schnurri-3 3'UTR reporter in osteoblasts | AID 588674 | Clone20 osteoblast Shn3 3'UTR firefly luciferase, 24 h | actives 0.52% (n = 360,000) | inhibition, % at 12.5 µM;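 active = mean inhibition of at least 75% with every replicate also reaching 75%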;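 also: 0% = median of neutral control wells and 100% = pilot-screen positive control compound; some compounds past the cut are filed as inactive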
TWEAK-Fn14 inh = inhibitors of TWEAK-Fn14 interaction signaling. TWEAK-stimulated Fn14 reporter cells, luciferase luminescence, 8 h. inhibition, % at 10 µM. actives 2% (n = 360,000); in the data active = inhibition above about 50%
KKLEB tox = CF airway cell cytotoxicity counter-screen; KKLEB CF airway cells viability, ATPlite luminescence, overnight; stronger effect = lower value; cells stimulated with P. aeruginosa culture filtrate; activity change (cytotoxicity), % at 5 µM; actives 0.36% (n = 360,000);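 active = corrected activity change at or below -50% at 5 µM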
Peg3 prom inh = inhibitors of Peg3 promoter. AID 588405. HeLa PEG-Prom luciferase reporter, luminescence, overnight. inhibition, % at 20 µM. actives 1.7% (n = 360,000);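 active = inhibition of at least 50% at 20 µM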
HIF-2a inh = HIF-2a inhibition. 786-0 RCC cells HIF-2a reporter, luciferase luminescence, overnight. inhibition, % at 18.8 µM. actives 0.72% (n = 360,000). AID 624352;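 active = inhibition of the luminescence signal of 40% or more relative to plate controls, in a single-dose primary screen at 18.75 µM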
NR2E3 ag-1 = agonists of human nuclear receptor NR2E3 | Q9Y5X4 | GST-NR2E3/biotin-RetCOR TR-FRET, 1536-well | inhibition of corepressor binding, % at 4.78 µM | actives 0.12% (n = 320,000) | AID 2300;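 active = percent inhibition above the cutoff of mean plus 3 SD of all tested compounds, set per screening campaign, cut at about 20% in these data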;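 also: 0% = DMSO wells and 100% = biotin wells as full block of FRET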
Target sequence (Q9Y5X4 whole entry, looked up): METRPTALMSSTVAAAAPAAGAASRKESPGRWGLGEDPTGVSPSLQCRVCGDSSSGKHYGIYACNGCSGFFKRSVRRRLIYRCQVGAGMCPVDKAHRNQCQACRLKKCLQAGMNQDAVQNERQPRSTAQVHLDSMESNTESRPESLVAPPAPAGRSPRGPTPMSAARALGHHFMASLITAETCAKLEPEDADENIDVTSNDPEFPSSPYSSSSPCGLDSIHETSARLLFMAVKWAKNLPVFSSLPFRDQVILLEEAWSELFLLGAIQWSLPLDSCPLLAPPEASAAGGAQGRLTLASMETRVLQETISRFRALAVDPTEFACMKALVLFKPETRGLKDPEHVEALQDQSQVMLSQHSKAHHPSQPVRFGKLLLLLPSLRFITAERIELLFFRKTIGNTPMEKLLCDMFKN
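Assay system: NR2E3–RetCOR corepressor complex. Quantity: 1.35 nM GST-NR2E3. Buffer or medium: pH 7.5 Tris-based buffer. Reagent: biotinylated RetCOR corepressor at 7 nM final. Schedule: 5 h at 4 °C. Detection: TR-FRET, emission read at 617 and 671 nm. Replicates: one well per compound, singlicate testing.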
NR2E3 ag-2 = activates human NR2E3 receptor | Q9Y5X4 | CHO-S Gal4-NCOR/VP16-NR2E3 two-hybrid, luciferase | inhibition of corepressor binding, % at 3.98 µM | actives 0.35% (n = 360,000) | AID 602229;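 active = inhibition above the mean of all tested compounds plus 3 SD, cut at about 70% in these data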;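 also: 0% = DMSO with NR2E3 transfected cells and 100% = cells lacking NR2E3 construct; higher means lower luciferase signal from less NR2E3 corepressor binding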
aDG glyco up = increases alpha dystroglycan glycosylation; Pro5-aDG cells, alpha-DG glycosylation AlphaScreen (IIH6); 0% Pro5, 100% B10-LARGE cell signal; activation, % at 10 µM; actives 0.22% (n = 360,000);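 active = activation of at least 8% versus controls, or a plate z-score of at least 8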;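 also: Pro5 are CHO cells carrying HIG-tagged alpha-DG that lacks glycosylation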
CF NFkB inh = blocks PAF-induced NF-kB reporter in cystic fibrosis cells. KKLEB NF-kB-GFP reporter, GFP fluorescence overnight. inhibition, % at 5 µM. actives 0.86% (n = 360,000). AID 588850;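 active = at least 50% inhibition at 5 µM, scaled per plate between neutral and stimulator controls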;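 also: PAF is a Pseudomonas aeruginosa culture filtrate used as stimulus; plate controls were PAF-stimulated DMSO wells for no effect and unstimulated DMSO wells for full effect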
The depositor's hits bear a star; x = not tested or not shown.

Order of results – hiPSC survival, TRPM1 prom inh, Shn3 inh set2, TWEAK-Fn14 inh, KKLEB tox, Peg3 prom inh, HIF-2a inh, NR2E3 ag-1, NR2E3 ag-2, aDG glyco up, CF NFkB inh
CCCCNC(=O)COC(=O)CNC(=O)c1cc(Cl)cc([N+](=O)[O-])c1
  1.5, 11, -9, -2, 7, 26, 11, -2, 20, -0.2, -11
O=C(NCc1ccco1)c1ccccc1NS(=O)(=O)c1ccc2c(c1)OCCO2
  5.3, 1, 7, 19, -1, 5, 15, 1, -22, -0.1, -5
O=C(Nc1c(F)cc(F)cc1Br)c1cc(S(=O)(=O)N2CCN(c3ccccn3)CC2)ccc1F
  0.6, 10, 9, 10, -10, 12, 11, 0, 10, 1.0, 0
Cc1ccccc1N1CC(O)(c2cccs2)[N+]2=C1CCCC2 (centres undefined)
  -0.6, -22, 1, 5, -10, 3, 16, -3, -10, 0.2, 1
COc1ccccc1OCC(=O)N1CCCC(Nc2ccc(F)c(F)c2)C1 (centres undefined)
  -0.3, 11, 8, 2, 12, 20, 13, 2, 4, 0.3, 9
Cc1cc(C)c(N2C(=O)C3C4CC(=O)C(c5ccccc54)C3C2=O)c(C)c1 (centres undefined)
  -0.6, -5, 10, -14, 1, 17, 17, -1, -2, -0.1, 0
C=CCNC(=S)NNC(=O)c1cccnc1
  -0.1, -3, x, -8, 5, 0, 20, 1, 7, 0.2, -12
O=C(N/N=C/c1cccc([N+](=O)[O-])c1)C1COc2ccccc2O1 (centres undefined)
  -1.4, -11, -2, 3, 4, -4, -36, 2, -8, 0.1, 9
O=C(CSc1nc2ccccc2c2c1CCCC2)N1CCOCC1
  0.2, 13, 15, -3, -13, 20, 19, 2, -1, 0.1, 7
COC(=O)c1ccc(NC(=O)C2C3CCC(C3)C2C(=O)O)cc1 (centres undefined)
  -1.5, -4, 2, -7, 1, 9, -4, 0, -14, 0.0, -3

Reformatted as labelled records: entries from further up
O=C(NCc1ccco1)c1ccccc1NS(=O)(=O)c1ccc2c(c1)OCCO2
  hiPSC survival: 5.3 | TRPM1 prom inh: 1 | Shn3 inh set2: 7 | TWEAK-Fn14 inh: 19 | KKLEB tox: -1 | Peg3 prom inh: 5 | HIF-2a inh: 15 | NR2E3 ag-1: 1 | NR2E3 ag-2: -22 | aDG glyco up: -0.1 | CF NFkB inh: -5

O=C(Nc1c(F)cc(F)cc1Br)c1cc(S(=O)(=O)N2CCN(c3ccccn3)CC2)ccc1F
  hiPSC survival: 0.6 | TRPM1 prom inh: 10 | Shn3 inh set2: 9 | TWEAK-Fn14 inh: 10 | KKLEB tox: -10 | Peg3 prom inh: 12 | HIF-2a inh: 11 | NR2E3 ag-1: 0 | NR2E3 ag-2: 10 | aDG glyco up: 1.0 | CF NFkB inh: 0

Cc1ccccc1N1CC(O)(c2cccs2)[N+]2=C1CCCC2 (centres undefined)
  hiPSC survival: -0.6 | TRPM1 prom inh: -22 | Shn3 inh set2: 1 | TWEAK-Fn14 inh: 5 | KKLEB tox: -10 | Peg3 prom inh: 3 | HIF-2a inh: 16 | NR2E3 ag-1: -3 | NR2E3 ag-2: -10 | aDG glyco up: 0.2 | CF NFkB inh: 1

(listing goes on)
Order of results – hiPSC survival, TRPM1 prom inh, Shn3 inh set2, TWEAK-Fn14 inh, KKLEB tox, Peg3 prom inh, HIF-2a inh, NR2E3 ag-1, NR2E3 ag-2, aDG glyco up, CF NFkB inh
O=C(Nc1cccc2nsnc12)c1ccc(-c2cccc(Cl)c2)o1
  -3.7, -8, -6, -6, -1, -86, -55, 3, 7, 0.2, -1
Cc1nn(-c2ccccc2)c2sc(-c3nnc(SCC(=O)O)o3)cc12
  3.4, 4, -5, 1, 12, 8, 3, 8, 15, 0.0, -9
COc1ccc(NC(=O)CCC2CCCC2)cc1OC
  -3.0, -2, -4, -10, -6, -24, -33, 1, -20, 0.0, 8
Cc1cccc(N=Nc2c(N)n[nH]c2-c2ccc(Cl)cc2)c1
  -0.9, -1, -1, 5, -3, 20, -13, 9, 0, -0.5, -10
Cc1ccc(-c2nnn(CC(=O)NCCC3=CCCCC3)n2)cc1
  6.3, -11, -6, -10, 1, 27, 12, 1, -16, -0.2, -4
O=C(Nc1c2c(nc3c1CCC3)CCCC2)c1ccccn1
  -0.5, 7, 3, -1, 2, 4, 23, 3, 16, -0.1, -8
C=CCNC(=O)NC(=O)c1csc([N+](=O)[O-])c1
  0.1, 2, x, -23, 8, -5, -7, 2, -24, 0.0, -12
CCCCN(C(=O)c1cccc(S(=O)(=O)N2CC(C)OC(C)C2)c1)c1c(N)n(CCCC)c(=O)[nH]c1=O (centres undefined)
  2.2, 3, -6, 19, 9, 4, 0, 1, 16, 0.1, -5
COc1cc2c(cc1OC)CN(CC(=O)Nc1ccc(Cl)c(S(=O)(=O)N(C)C)c1)CC2
  -0.2, 3, 11, -15, -3, 9, 10, 7, 10, -0.1, 11
CCC(CC)C(=O)N(C)c1c(C)nc2c(OCC(=O)C(C)(C)C)cccn12
  -1.5, x, -12, 5, -11, 5, 5, x, 18, 0.3, 4

2 consecutive entries already listed, quoted:
Order of results – hiPSC survival, TRPM1 prom inh, Shn3 inh set2, TWEAK-Fn14 inh, KKLEB tox, Peg3 prom inh, HIF-2a inh, NR2E3 ag-1, NR2E3 ag-2, aDG glyco up, CF NFkB inh
CCCCN(C(=O)c1cccc(S(=O)(=O)N2CC(C)OC(C)C2)c1)c1c(N)n(CCCC)c(=O)[nH]c1=O (centres undefined)
  2.2, 3, -6, 19, 9, 4, 0, 1, 16, 0.1, -5
COc1cc2c(cc1OC)CN(CC(=O)Nc1ccc(Cl)c(S(=O)(=O)N(C)C)c1)CC2
  -0.2, 3, 11, -15, -3, 9, 10, 7, 10, -0.1, 11

(continued)
Compound,hiPSC survival,TRPM1 prom inh,Shn3 inh set2,TWEAK-Fn14 inh,KKLEB tox,Peg3 prom inh,HIF-2a inh,NR2E3 ag-1,NR2E3 ag-2,aDG glyco up,CF NFkB inh
O=C1CS(=O)CN1c1ccc(Oc2ccccc2)cc1 (centres undefined),4.2,6,4,-9,12,7,1,3,13,-0.1,-6
CC[C@@]12C(=O)N(c3cccc(F)c3)C(=O)N1[C@H](c1ccc(F)cc1)[C@@H]1C(=O)N(C3CCCCC3)C(=O)[C@@H]12,2.2,8,7,16,-4,4,6,3,-4,-0.2,-14
COc1ccc(Cl)cc1NC(=O)c1cnc2sccn2c1=O,-0.3,x,-8,-9,-15,-39,-74,6,-33,0.4,-10
COc1ccc(C(=O)N2CCCC(CNC(=O)c3ccccc3Cl)C2)o1 (centres undefined),0.0,-11,3,-20,-19,-64,-61,3,-40,0.1,10
CCOc1ccccc1NC(=O)CCCN1C(=S)NC(C)(C)CC1C (centres undefined),1.3,5,-24,-18,1,10,10,2,9,0.2,1
C=C(C)c1cccc(C(C)(C)NC(=O)Nc2ccc(C(C)=O)cc2)c1,0.3,4,0,2,11,-12,-21,1,-17,-0.2,-15
O=C(CNC(=O)c1ccccc1Cl)N/N=C/c1ccc2c(c1)OCO2,0.7,-10,3,-4,-7,-39,-64,-1,-49,0.0,9
CCSc1nnc(NC(=O)C(C)(C)C)s1,1.0,-47,-5,-16,-1,-125,-151,-4,-46,-0.1,11
COc1ccc(NC(=O)C2CC(c3c(F)cccc3Cl)=NO2)cc1 (centres undefined),1.0,-32,-24,-7,-7,-98,-136,0,-2,0.0,-5
COc1ccc(C(C(=O)NC(C)(C)C)N(Cc2cccnc2)C(=O)CCC(=O)Nc2cc(C)on2)cc1 (centres undefined),0.3,8,-4,-9,4,-2,5,1,-22,0.1,1
CCCC(C(=O)NC1CCCC1)N(CCN(CC)CC)C(=O)c1snc(C(N)=O)c1N (centres undefined),0.5,2,-14,5,8,2,17,5,-7,-0.2,3
Cc1ccc(O)c(C(=O)c2cnn(C(=O)COc3ccc(Cl)cc3)c2)c1,1.5,-18,6,42,3,-1,17,-1,-3,-0.1,21

Compound,hiPSC survival,TRPM1 prom inh,Shn3 inh set2,TWEAK-Fn14 inh,KKLEB tox,Peg3 prom inh,HIF-2a inh,NR2E3 ag-1,NR2E3 ag-2,aDG glyco up,CF NFkB inh
OCCC1CN(Cc2cccc(-c3ccco3)c2)CCN1Cc1ccsc1 (centres undefined),-1.9,3,1,3,-4,15,14,0,2,0.2,-4
CCOc1ccc2[nH]c3c(NCCCOC)ncnc3c2c1,0.3,x,-35,-33,1,-54,-90,x,-48,0.0,4
C=CCNC(=S)N(CC)c1cccc2ccccc12,-0.2,-8,26,-11,3,15,15,3,-7,0.9,8
CNC(=O)CSc1nnc(-c2ccc3c(c2)OCO3)n1C,-0.1,0,-13,1,-13,6,10,-1,-42,-0.4,13
O=C(c1cccc(Cl)c1)N1CCn2c1nc1ccccc12,-0.2,-11,6,-14,1,-3,11,0,-13,0.1,3
CCCn1c(N)c(N(CCOC)C(=O)c2cc3c(s2)CCCCC3)c(=O)[nH]c1=O,-0.2,-2,14,9,3,21,8,-3,-17,-0.5,-11
O=C(NC(NC1CCS(=O)(=O)C1)C(Cl)(Cl)Cl)c1ccc(Br)cc1 (centres undefined),-0.2,13,25,3,-29,-16,0,0,-50,0.2,5
CCOC(=O)C(=C1Nc2ccccc2N1)n1c(-c2ccco2)nc2ccccc21,0.8,x,x,2,x,x,-15,x,-53,0.0,x
Clc1cc(Cl)cc(CN2CCSCC2)c1,-0.6,3,14,-4,9,8,11,3,26,0.1,-2
COc1cc2c(cc1OC)C(c1ccc(-c3ccccc3Cl)o1)=NCC2,-1.1,10,65,38,-21,-93,-16,3,-18,0.1,5
C[C@]12c3[nH]c4cc(-c5ccco5)ccc4c3CCN1C(=O)[C@@H](CC(=O)NCC13CC4CC(CC(C4)C1)C3)C[C@@H]2C(=O)N1CCOCC1,-1.8,23,43,24,5,35,-39,x,14,0.3,0
COc1ccc(CNC(=O)c2cc3c(s2)CS(=O)C3)cc1 (centres undefined),-0.3,8,-2,-18,-8,4,-6,1,11,0.1,12

Compound,hiPSC survival,TRPM1 prom inh,Shn3 inh set2,TWEAK-Fn14 inh,KKLEB tox,Peg3 prom inh,HIF-2a inh,NR2E3 ag-1,NR2E3 ag-2,aDG glyco up,CF NFkB inh
Cn1c2ccccc2c2ccc3c(c21)C(=O)C=CC3=O,-1.6,89*,94*,18,-12,104*,-12,x,16,0.0,33
CCCNC(=O)C1(C)CCCN(C(=O)c2c(F)ccc(C)c2F)C1 (centres undefined),-0.2,x,-4,1,-11,6,7,x,2,-0.1,10
CC(=O)Nc1ccc(NC(=S)Nc2ccc(F)cc2)cc1,3.0,-2,-1,-9,10,6,0,6,-7,-0.3,-12
COC(=O)c1cc(CSc2nc3ccccc3[nH]2)oc1C,-1.5,-38,22,-9,1,-207,-226,3,-27,0.9,-2

Random draw from the library. About 4.4% of those tested had a hit in this group.
